ATXN2 expr inh: Primary qHTS for Inhibitors of ATXN expression. HEK-293 ATXN2-luciferase reporter, luminescence, 24 h. Potency, µM (titrated, usually from 57 µM), without a hit: top-dose activity change, negative = inhibition, actives largely listed as inhibitors. 0.72% of 360,000 active. AID 1745845, 2022; further: potency means the concentration at half of the fitted maximal effect; on the % scale 0 is the no-effect control and ±100 the full control effect; nearly all actives have a fitted effect of over 55% in size
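qHTS (up to 57 uM final) was run with 24 h compound exposure of reporter cells at 37 °C. Each well was multiplexed: SteadyGlo luminescence measured ATXN2-luciferase expression after a fluorogenic Gly-Phe-AFC viability readout (25 uM final).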
ATXN viability: Viability Counterscreen for Primary qHTS for Inhibitors of ATXN expression; S2 cells (HEK-293 line with an ATXN2-luciferase reporter) viability, CellTiter-Fluor protease fluorescence, 24 h; Potency, µM (titrated, usually from 56.7 µM), most hits filed as cytotoxic; 0.49% of 400,000 active; AID 651635, 2014; further: potency means the concentration at half of the fitted maximal effect; nearly all actives have a fitted effect of over 40% in size
A549 tox: Nrf2 qHTS screen for inhibitors: counterscreen for cytotoxicity; A549 ARE-Fluc cells, CellTiter-Fluor viability, 18-24 h; Potency, µM (doses to about 46 µM), for inactives: at the top dose activity change, negative = cytotoxicity, most hits filed as inhibitors; 0.16% of 390,000 active; AID 504648, 2011; further: potency means the concentration at half of the fitted maximal effect; on the % scale 0 is the no-effect control and ±100 the full control effect
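Cytotoxicity counterscreen: CellTiter-Fluor fluorescence was measured in A549 ARE_Fluc cells after 18-24 h of compound exposure in a concentration series. The subsequent BugLite luminescent read reports ARE-luciferase activity.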
Nrf2 ARE act: qHTS of Nrf2 Activators | AID 624171, 2012 | Potency, µM (titrated, usually from 46.1 µM), for the others: top-dose activation, hits mostly activators | 0.31% of 410,000 active | AREc32 ARE-luciferase reporter (MCF7-derived line), luminescence, 24 h; further: potency means the concentration at half of the fitted maximal effect; % of control where 0% means no effect; nearly all actives have a fitted effect of over 65% in size
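Luciferase luminescence (Steady-Glo, 30 min at room temperature) served as the read-out of ARE activation in AREc32 cells treated with compounds for 24 hr at 37 deg C.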
TGFb SMAD3 inh: qHTS for Inhibitors of TGF-b. AID 588855, 2011. HepG2 CAGA-GFP TGF-b/SMAD3 reporter, GFP fluorescence, 18 h; TGF-beta stimulated, 500 pg/mL final. 1.2% of 410,000 active. Potency, µM (titrated, usually from 46.1 µM), for the others: at the highest dose activity, negative = inhibition, hits mostly inhibitors; further: potency means the concentration at half of the fitted maximal effect; on the % scale 0 is the no-effect control and ±100 the full control effect; nearly all actives have a fitted effect of over 65% in size
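HEPG2 CAGA-GFP reporter cells (1000/well, DMEM with 1% FBS) received compounds, then recombinant TGF-beta at 500 pg/mL final for 18 hours at 37 degrees C. Per-cell GFP summed per well was normalised to unstimulated and stimulated DMSO controls before curve fitting.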
IL-2 act: qHTS of IL-2 Activators | IL-2 activation reporter assay, cell-based qHTS; stimulated with anti-CD3/CD4/CD28 beads; in transgenic mouse T cells | activation, % (series mostly up to about 46 µM) | 0.065% of 360,000 active; in the data active means activation above about 50%; inconclusive means mostly about 30% to 49%; further: 0% is about no effect
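Using fluorescent plate cytometry, EGFP and DsRed are detected in transgenic mouse T cells stimulated 18 h at 37 degrees C with antibody-coated beads after 60 min compound pretreatment.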
HepG2 viability: qHTS for Inhibitors of TGF-b: Cytotox Counterscreen | AID 588856, 2011 | 0.76% of 410,000 active | Potency, µM (series often up to 46.1 µM), inactives show top-dose activity change, negative = cytotoxicity, hits mostly cytotoxic | HepG2 CAGA-GFP viability, ATP luminescence, 18 h; further: potency means the concentration at half of the fitted maximal effect; some results filed as inactive show a strong effect at the top dose
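CellTiter-Glo luminescence gave cytotoxicity after 18 hours at 37 degrees C. The cells were HepG2 CAGA-GFP in 1% FBS DMEM, stimulated with 500 pg/mL TGF-beta after compound addition. %Activity was normalised to no-cell wells (complete cell-killing) and DMSO (no toxicity), and curves were fitted and classified.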
EPAC2 ag: qHTS for Agonist of cAMP-regulated guanine nucleotide exchange factor 4 (EPAC2): primary screen; Rap guanine nucleotide exchange factor 4 (Homo sapiens), Q8WZA2; EPAC2 activation, biochemical qHTS; response scale: 100% = 6.5 mM cAMP response; Potency, µM (top dose mostly 154 µM), without a hit: top-dose activation, usual class: activators; 0.079% of 360,000 active; AID 720711, 2013; further: potency means the concentration at half of the fitted maximal effect; nearly all actives have a fitted effect of over 50% in size
Target sequence (Q8WZA2 whole entry, looked up): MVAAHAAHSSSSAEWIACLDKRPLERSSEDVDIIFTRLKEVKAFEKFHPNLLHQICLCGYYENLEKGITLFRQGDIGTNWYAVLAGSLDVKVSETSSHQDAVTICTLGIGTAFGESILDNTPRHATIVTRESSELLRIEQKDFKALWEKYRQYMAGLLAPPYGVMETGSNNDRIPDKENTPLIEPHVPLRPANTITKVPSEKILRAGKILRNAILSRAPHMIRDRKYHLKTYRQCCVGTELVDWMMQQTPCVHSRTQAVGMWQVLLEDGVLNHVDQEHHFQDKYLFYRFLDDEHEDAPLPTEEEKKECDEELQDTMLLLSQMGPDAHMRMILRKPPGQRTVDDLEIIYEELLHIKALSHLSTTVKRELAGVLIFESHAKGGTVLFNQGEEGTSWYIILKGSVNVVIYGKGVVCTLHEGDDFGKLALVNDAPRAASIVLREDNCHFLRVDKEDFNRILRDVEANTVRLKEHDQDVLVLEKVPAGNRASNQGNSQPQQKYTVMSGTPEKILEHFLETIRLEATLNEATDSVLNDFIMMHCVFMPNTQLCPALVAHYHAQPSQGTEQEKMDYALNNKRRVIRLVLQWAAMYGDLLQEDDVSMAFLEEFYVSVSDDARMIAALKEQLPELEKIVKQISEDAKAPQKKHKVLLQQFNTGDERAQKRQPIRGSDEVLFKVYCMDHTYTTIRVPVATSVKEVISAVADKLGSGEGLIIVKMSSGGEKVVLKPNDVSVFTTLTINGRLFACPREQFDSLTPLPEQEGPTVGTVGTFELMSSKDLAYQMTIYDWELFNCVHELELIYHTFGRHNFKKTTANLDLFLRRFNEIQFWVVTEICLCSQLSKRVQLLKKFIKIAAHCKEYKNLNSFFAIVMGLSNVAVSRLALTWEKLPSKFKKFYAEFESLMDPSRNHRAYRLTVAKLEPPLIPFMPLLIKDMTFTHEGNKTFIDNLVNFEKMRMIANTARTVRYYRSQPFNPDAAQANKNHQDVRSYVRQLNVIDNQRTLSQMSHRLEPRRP
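Exchange assay: 100 nM EPAC2 with 250 nM Rap1B-BODIPY-GDP and 50 uM GDP. Fluorescence (ex 480/em 540 nm) read every 5 min for 30 min at room temperature. Data normalized to 6.5 mM cAMP as agonist control.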
Nrf2 inh: Nrf2 qHTS screen for inhibitors; A549 ARE-Fluc reporter, luciferase luminescence, 18-24 h; Potency, µM (series often up to 46 µM), without a hit: at the top dose activity change, negative = inhibition, usual class: inhibitors; 2.1% of 360,000 active; AID 504444, 2011; further: potency means the concentration at half of the fitted maximal effect; on the % scale 0 is the no-effect control and ±100 the full control effect; nearly all actives have a fitted effect of over 60% in size
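Two sequential reads on A549 ARE_Fluc cells exposed to compound for 18-24 h: a CellTiter-Fluor fluorescence read for viability, then a luciferase luminescence read for Nrf2/ARE activity.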
An asterisk follows results filed as active; i = inactive; ? = inconclusive; / = not tested or not shown; & = joins results of further samples. Unless noted, the call rests on the fitted dose curve; in most records, active means well fitted curve in the direction sought with a large enough effect; inconclusive means small, poorly fitted or top-dose-only effect, or another doubt; inactive means no such curve, though single readings can be large; an effect the other way counts as inactive or inconclusive.

SMILES	ATXN2 expr inh	ATXN viability	A549 tox	Nrf2 ARE act	TGFb SMAD3 inh	IL-2 act	HepG2 viability	EPAC2 ag	Nrf2 inh
CCCC(=O)Oc1c(S(=O)(=O)c2ccc(C)cc2)c(C)nn1C(C)(C)C	-24%	i	-20%	-0.3%	?	-4.8	-41%	2%	?
Cc1ccnc(NC(=O)c2ccc(Cl)c(S(=O)(=O)N3CCCC3)c2)c1	-11%	i	-2%	0.3%	-24%	-3.5	-22%	7%	?
COc1ccc(S(=O)(=O)Nc2cccc3c2O[C@H](CN(C)C(=O)Nc2ccc4c(c2)OCO4)[C@@H](C)CN([C@H](C)CO)C3=O)cc1	-1%	i	-2%	-0.1%	-7%	-0.1	-2%	4%	-9%
Cc1ccccc1CC(=O)N1CCCC1	/	i	5%	-0.1%	0%	-0.1	-26%	2%	-1%
CC(C)(C)NC(=O)COC(=O)c1ccc(O)cc1	16%	i	2%	-0.6%	-2%	-1.8	-26%	0%	11%
O=C(O)c1[nH]c2ccccc2c1C(c1c(F)cccc1Cl)c1c(C(=O)O)[nH]c2ccccc12	/	i	-1%	-0.2%	-8%	-0.2	6%	-2%	1%
Cc1cccc(OCCCC(=O)NCCc2ccccc2)c1	5%	?	2%	-0.8%	?	-2.6	10%	-1%	2%
O=C(Nc1nc(-c2ccc3ccccc3c2)cs1)C1CCN(S(=O)(=O)c2cccs2)CC1	-22%	i	-10%	0.3%	?	-0.7	0%	2%	5.2µM*
CC1CN(C(=O)CN2C(=O)NC(C)(c3ccccc3)C2=O)CC(C)O1 (stereo not given)	1%	i	-1%	-0.7%	12%	0.0	1%	7%	3%
COCCNS(=O)(=O)c1cc2[nH]c3c(c2cc1C)C(=O)CC(C)(C)C3	21%	i	2%	1.5%	0%	0.5	-35%	14%	-15%
COc1ccccc1NS(=O)(=O)c1cc(C(=O)N2CCCC2)ccc1F	-8%	i	-3%	-0.2%	-6%	1.4	-3%	1%	0%
CCC(=O)N1CCN(c2ccccc2NC(=O)COc2cccc(C)c2)CC1	-20%	i	6%	-0.2%	8%	1.5	-33%	12%	-6%
Cc1ccc(OCCOC(=O)c2cccc(S(=O)(=O)N3CC(C)OC(C)C3)c2)cc1 (stereo not given)	/	?	9%	-0.2%	-12%	-1.1	2%	15%	-2%
COc1cccc(NS(=O)(=O)c2ccc(S(=O)(=O)N3CCCC3)cc2)c1	/	?	13%	-0.1%	?	1.6	-12%	9%	?
Cc1cc(C)c2nc(NC(=O)c3cccc(S(=O)(=O)N4CCc5ccccc54)c3)sc2c1	-19%	i	-1%	-0.7%	-4%	-0.8	-12%	6%	6%
Cn1c(C2CCCCC2)nc2c1c(=O)[nH]c(=O)n2Cc1ccccc1	/	i	-7%	-0.2%	-3%	1.1	-4%	8%	0%
CCc1cc(C(=O)Nc2cc(S(=O)(=O)N(CC)CC)ccc2N2CCOCC2)sc1C	2%	i	-11%	1.5%	?	-4.4	-8%	2%	-21%
COc1ccc(-c2c(C)nn3c(N4CCN(c5ccccc5F)CC4)cc(C)nc23)cc1OC	7%	i	0%	-0.8%	22%	/	-12%	/	-13%
Clc1ccc(-c2ccc(C=Nc3ccc(N4CCOCC4)cc3)o2)c(Cl)c1	-24%	i	-4%	0.4%	4%	-0.4	-9%	6%	?
CSCC[C@H](NC(=O)c1cccc(S(=O)(=O)N2CCN(C)CC2)c1)c1nc2ccccc2[nH]1	-8%	i	-8%	0.2%	0%	0.1	5%	-1%	-1%
NC(=O)CC(NC(=O)Cc1ccc(Br)cc1)c1ccc(NCc2ccccn2)c([N+](=O)[O-])c1 (stereo not given)	-3%	i	-1%	-0.6%	11%	0.3	-27%	0%	12%
CCN(CC)c1cc(C(F)(F)F)nc(-c2ccccn2)n1	-3%	i	?	-0.4%	?	-3.0	-23%	7%	?
Cc1ccc(-n2ncc3c(NNC(=O)c4ccco4)ncnc32)cc1Cl	5%	i	-5%	-0.9%	?	-3.5	-30%	3%	?
COc1cccc(CNC(=S)Nc2ccc3c(c2)c(=O)n(C)n3Cc2ccc(F)cc2)c1	-19%	i	/	1.7%	43%	1.8	7%	6%	/
Cc1nnc(NC(=O)c2cccc(Br)c2)s1	24%	i	0%	15%	-25%	0.7	13%	3%	/
(listing goes on)
SMILES	ATXN2 expr inh	ATXN viability	A549 tox	Nrf2 ARE act	TGFb SMAD3 inh	IL-2 act	HepG2 viability	EPAC2 ag	Nrf2 inh
O=C(/C=C/c1ccco1)c1cccnc1	/	i	?	4.7%	-1%	-1.4	-28%	1%	?
COc1ccc(C(CC(=O)N2CCCCC2)c2c(OC)cc(OC)c3c(-c4ccccc4)cc(=O)oc23)cc1 (stereo not given)	?	?	?	5.0%	?	-0.6	4%	10%	?
Cc1ccn2c(Nc3ccc4c(c3)OCCO4)c(-c3ccc(C)o3)nc2c1	13%	?	-6%	20%	-7%	/	-16%	/	2%
COc1ccc(C2CC(c3ccccc3)=NN2C(=O)COC(=O)c2cccc(O)c2)cc1 (stereo not given)	-29%	i	-3%	6.7%	?	-0.3	0%	10%	-2%
COCCNc1nc2nonc2nc1N(C)Cc1ccc(C)cc1	0%	i	-3%	0.0%	2%	-0.8	5%	-4%	-8%
Cc1cc(Cl)ccc1OCCCC(=O)NNC(=O)c1ccccc1O	?	i	2%	-0.3%	-18%	-4.7	-9%	11%	-3%
CCOCc1nnc(NC(=O)CCc2ccccc2)s1	-2%	i	9%	3.3%	0%	2.1	1%	-3%	-1%
CCOc1ccc(CCNC(=O)CCS(=O)(=O)c2ccc(OC)cc2)cc1OCC	/	i	5%	0.4%	-15%	-3.1	-1%	5%	?
Cc1ccc(NC(=O)Nc2sc(=S)n(C)c2C)cc1	3%	i	2%	3.2%	3%	-1.9	-30%	1%	19%
Cc1nn(CCCC(=O)Nc2ccccc2C(F)(F)F)c(=O)c2nn(-c3ccccc3)c(C)c12	/	/	1%	0.3%	3%	/	5%	/	?
CCOc1ccccc1Nc1nnc(SCC(=O)N2CCCC2)s1	-1%	i	-14%	2.4%	-19%	-0.9	2%	-4%	3%
CCc1nnc(NC(=O)CSc2nc3cc4c(cc3cc2C)OCCO4)s1	-18%	i	-11%	0.2%	1%	-1.7	3%	4%	-30%
O=C(Nc1ccc(OC(F)(F)F)cc1)NC1COc2ccccc2C1 (stereo not given)	/	/	7%	0.2%	-18%	/	-8%	/	/
Cc1coc2c(C)c3oc(=O)c(CCC(=O)N4CCCCC4)c(C)c3cc12	/	/	-1%	0.7%	?	/	-28%	/	21%
CCC(c1nnnn1C(C)(C)C)N1CCN(Cc2ccccc2OC)CC1 (stereo not given)	-19%	i	12%	-0.7%	8%	0.1	-16%	9%	6%
CCCc1cc(=O)[nH]c(SCC(=O)N(CC)Cc2ccccc2)n1	-19%	i	2%	0.5%	-6%	0.6	-6%	8%	4%
Cc1nc(C)c(C(=O)C2=C(O)C(=O)N(CCCn3ccnc3)C2c2ccc(Cl)cc2)s1 (stereo not given)	33%	i	3%	0.3%	26%	0.8	13%	-3%	/
CC(=O)Nc1ccc(NC(=O)Cn2nc(C(=O)Nc3ccc(C)cc3)ccc2=O)cc1	-11%	i	1%&-1%	-0.4%&0.6%	13%&1%	-0.1	15%&2%	8%	3%&17%
S=C(NCc1ccco1)N1CCN(c2cccc(Cl)c2)CC1	-21%	i	7%	2.3%	?	0.0	-22%	9%	15µM*
Cc1cc(C)c2nc(NC(=O)C3CSC4(C)CCC(=O)N34)sc2c1 (stereo not given)	/	i	0%	20%	?	1.0	-49%	1%	?
COc1cc2c(cc1OC)C(c1ccccc1Cl)N(C)CC2 (stereo not given)	-16%	/	3%	0.5%	13%	0.7	13%	2%	0%
O=C(NCc1ccccc1F)C1CCCN1S(=O)(=O)c1ccc(F)cc1 (stereo not given)	-4%	i	1%	0.5%	16%	0.7	3%	-2%	3%
CCOC(=O)N1CCN(C(=O)c2cccc(S(=O)(=O)Nc3ccc(Br)cc3)c2)CC1	-5%	?	-1%	-0.5%	-16%	1.1	0%	5%	-5%

Molecules shown so far that have a furan ring, fused or not:
SMILES	ATXN2 expr inh	ATXN viability	A549 tox	Nrf2 ARE act	TGFb SMAD3 inh	IL-2 act	HepG2 viability	EPAC2 ag	Nrf2 inh
Clc1ccc(-c2ccc(C=Nc3ccc(N4CCOCC4)cc3)o2)c(Cl)c1	-24%	i	-4%	0.4%	4%	-0.4	-9%	6%	?
Cc1ccc(-n2ncc3c(NNC(=O)c4ccco4)ncnc32)cc1Cl	5%	i	-5%	-0.9%	?	-3.5	-30%	3%	?
O=C(/C=C/c1ccco1)c1cccnc1	/	i	?	4.7%	-1%	-1.4	-28%	1%	?
Cc1ccn2c(Nc3ccc4c(c3)OCCO4)c(-c3ccc(C)o3)nc2c1	13%	?	-6%	20%	-7%	/	-16%	/	2%
Cc1coc2c(C)c3oc(=O)c(CCC(=O)N4CCCCC4)c(C)c3cc12	/	/	-1%	0.7%	?	/	-28%	/	21%
S=C(NCc1ccco1)N1CCN(c2cccc(Cl)c2)CC1	-21%	i	7%	2.3%	?	0.0	-22%	9%	15µM*

Screens as filed in PubChem BioAssay.
